BRCA1 expr act – qHTS Assay to Identify Small Molecule Activators of BRCA1 Expression; MCF7-BRCA1-FFLuc reporter, luminescence, 48 h; response scale: scaled: vehicle 0%, 10 µM genistein 100%; AID 624202, 2012; 380,000 compounds, 1.1% hits; Potency, µM (doses to about 46.1 µM), without a hit: top-dose activation, actives largely listed as activators; note: potency is the fitted concentration of half-maximal effect; nearly all actives have a fitted effect of over 80% in size; some results filed as inactive show a strong effect at the top dose
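Compounds are tested at multiple concentrations on MCF7 BRCA1-luciferase reporter cells seeded at 2000 per well; after 48 h, a single luminescence end-point is taken and curves fitted to the normalized data.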
TRPV1 agonist – HTS Assay for Compounds that Act as Agonists of the Vanilloid Receptor 1; AID 540275, 2011; activation, % at 8.33 µM; 320,000 compounds, 0.19% hits; TRPV1-expressing cells, Fluo-8 calcium influx, agonist mode; Transient receptor potential cation channel subfamily V member 1 (Homo sapiens), Q8NER1; in the data active = activation above about 80%; inconclusive = between about 30% and that limit; note: 0% is about no effect
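Fluo-8 calcium influx in TRPV1-expressing cells, kinetic read (ex 480/em 520 nm). Compound added and read 3 min for agonist activity, followed by capsaicin at EC20 final and 2 min further read for enhancement.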
PTAP TSG101 blk – qHTS Assay for Iinhibitors of HIV-1 Budding by Blocking the Interaction of PTAP/TSG101; Tumor susceptibility gene 101 protein (Homo sapiens), Q99816; Fluorescence polarization, FITC-PTAP peptide / Tsg101 binding; Potency, µM (top dose mostly 115 µM), for the others: at the highest dose activity change, negative = inhibition, actives largely listed as inhibitors; 340,000 tested, under 10 active; AID 493005, 2010; active = well fitted inhibition curve with a large enough effect in the main read-out, with a control signal flat, not every such curve was filed as active; inconclusive = small, poorly fitted or top-dose-only effect, or effect the other way, or a change in a side signal; inactive = no such curve, though single readings can be large or run the other way; note: potency is the fitted concentration of half-maximal effect; % of control where 0% means no effect
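Compounds were pin-transferred onto Tsg101 binding domain (10 uM final) in HEPES pH 7.5 buffer, then FITC-PTAP peptide was added at 50 nM final. After 20 min at RT, polarization reported peptide displacement across a qHTS concentration series.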
Eya2 phos inh – qHTS Assay for Inhibitors of the Phosphatase Activity of Eya2. Protein phosphatase EYA2 (Homo sapiens), O00167. recombinant Eya2, OMFP fluorescence dephosphorylation (OMFP is methylfluorescein phosphate). Potency, µM (series often up to 76.9 µM), for the others: at the top dose activity, negative = inhibition, usual class: inhibitors. 330,000 compounds, 0.006% hits. AID 488837, 2010; note: potency is the fitted concentration of half-maximal effect; % is set by controls: 0 for no effect and ±100 for the full control effect
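Eya2 protein (added as 0.2 uM solution) was preincubated with compound for 10 min at ambient temperature in 50 mM HEPES pH 7.5, 50 mM NaCl, 5 uM MgCl2, 0.05% BSA, 1 mM DTT. OMFP (added at 50 uM) then reacted 10 min; fluorescence read at 485/525 nm.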
Integrin act MD – qHTS for Activators of Integrin-Mediated Alleviation for Muscular Dystrophy. Potency, µM (titrated, usually from 38.3 µM), without a hit: at the top dose activation, actives largely listed as activators. 350,000 compounds, 0.064% hits. alpha7betagal myoblasts, beta-gal FDG fluorescence, 48 h. AID 624291, 2012;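 note: potency is the fitted concentration of half-maximal effect; 100% = response of the positive control SU9516; nearly all actives have a fitted effect of over 60% in size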
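Alpha7betagal+/- myoblasts (passage 13) were plated 16-24 hr, then exposed to compounds (1:260 dilution of DMSO stock) for 48 hours at 37C. After MPER lysis, β-galactosidase reporter activity was read as FDG fluorescence (ex 480/em 540) after 30 minutes.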
ELG1 genotox – qHTS screen for small molecules that induce genotoxicity in human embryonic kidney (HEK293T) cells expressing luciferase-tagged ELG1. HEK293T ELG1-luciferase reporter, luminescence, 16 h. Potency, µM (doses to about 46 µM), inactives show at the top dose activity change, positive = activation, actives largely listed as activators. 330,000 compounds, 1.3% hits; note: potency is the fitted concentration of half-maximal effect; % of control where 0% means no effect; nearly all actives have a fitted effect of over 60% in size
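Step 1: seed 2,000 HEK293T ELG1-luciferase cells per well. Step 2: add compound or DMSO, incubate 16 hr at 37 °C. Step 3: ONE-Glo, 30 min at room temperature, read luminescence.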
USP2a inh – qHTS Assay for Inhibitors of Ubiquitin-specific Protease USP2a Using CHOP2 as the Reporter; Ubiquitin carboxyl-terminal hydrolase 2 (Homo sapiens), O75604; USP2 core, Ub-CHOP2 coupled fluorogenic reporter, 485/531; Potency, µM (series often up to 38.3 µM), for inactives: top-dose activity change, negative = inhibition, hits mostly inhibitors; 330,000 compounds, 0.01% hits;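 note: potency is the fitted concentration of half-maximal effect; plate controls were DMSO wells for no effect and full inhibition by NEM control for full effect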
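Deubiquitinase activity read as fluorescence (485/531 nm) after Ub-CHOP2 cleavage activates the enterokinase reporter on its substrate; USP2 core 10nM, Ub-CHOP2 and substrate 25nM each, 30min compound preincubation then 60min RT; data normalized to NEM, curves fitted.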
p53 reactivation – qHTS assay for re-activators of p53 using a Luc reporter; H1299 p53-A138V BP100-luciferase reporter, luminescence, 24 h; Potency, µM (series often up to 92.2 µM), inactives show top-dose activity change, positive = activation, most hits filed as activators; AID 504706, 2011; 320,000 compounds, 0.063% hits; note: potency is the fitted concentration of half-maximal effect; % of control where 0% means no effect; nearly all actives have a fitted effect of over 45% in size
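p53-null H1299 cells stably carrying temperature-sensitive p53-A138V and a BP100-luciferase reporter were pinned with compounds (4-point, 1:5 series) and held 24 hrs at 37 deg C. Luminescence was read 10 min after detection reagent.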
B2AR arrestin – qHTS assay of beta-arrestin-biased ligands of beta2-adrenergic receptor. 330,000 compounds, 0.02% hits. Potency, µM (highest dose often 46.1 µM), inactives show top-dose activation, most hits filed as activators. beta-arrestin recruitment to beta2AR, cell-based reporter. Beta-2 adrenergic receptor (Homo sapiens), P07550. AID 492947, 2010;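 note: potency is the fitted concentration of half-maximal effect; 0% = DMSO controls and full agonism = EC100 isoproterenol or metaproterenol; nearly all actives have a fitted effect of over 65% in size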
Target sequence (P07550 whole entry, looked up): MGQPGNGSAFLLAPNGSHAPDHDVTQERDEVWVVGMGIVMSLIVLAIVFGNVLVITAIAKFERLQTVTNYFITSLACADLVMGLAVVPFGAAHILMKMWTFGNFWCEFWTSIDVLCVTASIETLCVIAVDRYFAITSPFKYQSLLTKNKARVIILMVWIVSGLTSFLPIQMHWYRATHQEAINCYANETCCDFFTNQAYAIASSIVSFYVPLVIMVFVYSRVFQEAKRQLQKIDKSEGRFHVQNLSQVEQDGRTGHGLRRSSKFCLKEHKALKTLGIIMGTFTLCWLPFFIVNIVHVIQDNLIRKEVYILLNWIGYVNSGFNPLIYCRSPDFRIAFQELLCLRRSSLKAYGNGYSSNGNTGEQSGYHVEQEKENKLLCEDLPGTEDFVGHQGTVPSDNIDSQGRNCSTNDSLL
uPA surface inh – qHTS for Inhibitors of Cell Surface uPA Generation | cell surface uPA generation assay, qHTS | Potency, µM (doses to about 38.3 µM), inactives show at the highest dose activity change, negative = inhibition, usual class: inhibitors | 330,000 compounds, 0.31% hits | AID 540303, 2011; active = well fitted inhibition curve with a large enough effect; inconclusive = small, poorly fitted or top-dose-only effect; inactive = no such curve, though single readings can be large or run the other way; tested in mouse RAW 264.7 cells; note: potency is the fitted concentration of half-maximal effect; % is set by controls: 0 for no effect and ±100 for the full control effect; nearly all actives have a fitted effect of over 55% in size
S-ASM inh – Inhibitors of Secretory Acid Sphingomyelinase (S-ASM): qHTS | AID 504937, 2011 | placental ASM, HMU-PC fluorogenic substrate, 60 min | 340,000 compounds, 0.006% hits | Sphingomyelin phosphodiesterase (Homo sapiens), P17405 | Potency, µM (series often up to 57.5 µM), for inactives: at the highest dose activity change, negative = inhibition, hits mostly inhibitors; note: potency is the fitted concentration of half-maximal effect
Target sequence (P17405 47-631 limits assumed): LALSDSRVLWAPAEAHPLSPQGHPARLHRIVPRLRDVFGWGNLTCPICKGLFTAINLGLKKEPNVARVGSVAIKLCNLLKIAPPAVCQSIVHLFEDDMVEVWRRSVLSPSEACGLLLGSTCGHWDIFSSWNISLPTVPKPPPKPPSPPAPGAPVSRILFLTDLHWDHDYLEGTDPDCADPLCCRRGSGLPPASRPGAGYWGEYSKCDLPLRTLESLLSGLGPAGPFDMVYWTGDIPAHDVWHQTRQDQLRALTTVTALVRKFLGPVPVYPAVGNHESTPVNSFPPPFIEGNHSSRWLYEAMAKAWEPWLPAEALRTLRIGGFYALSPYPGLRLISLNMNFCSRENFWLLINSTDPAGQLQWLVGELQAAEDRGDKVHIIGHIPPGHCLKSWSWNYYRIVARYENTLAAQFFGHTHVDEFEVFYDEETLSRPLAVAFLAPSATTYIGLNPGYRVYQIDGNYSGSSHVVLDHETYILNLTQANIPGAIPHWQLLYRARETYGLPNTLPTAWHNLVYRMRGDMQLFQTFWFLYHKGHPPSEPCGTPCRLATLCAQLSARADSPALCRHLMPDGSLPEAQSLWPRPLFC
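Human placenta-derived ASM preincubated with compound 10 min at room temperature, then reacted with 9 uM (final) fluorogenic HMU-PC substrate for 60 min at 37 C. Stop solution raises pH to 10; fluorescence read at Ex 386/Em 447 nm.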
* hit, by the source's call; ? = inconclusive; . = no result given; [ ] = another dose, or the depositor's remark. Unless noted, calls come from the whole dose curve; as a rule, active = well fitted curve in the direction sought with a large enough effect; inconclusive = small, poorly fitted or top-dose-only effect, or another doubt; inactive = no such curve, though single readings can be large; an effect the other way counts as inactive or inconclusive.

SMILES	BRCA1 expr act	TRPV1 agonist	PTAP TSG101 blk	Eya2 phos inh	Integrin act MD	ELG1 genotox	USP2a inh	p53 reactivation	B2AR arrestin	uPA surface inh	S-ASM inh
CCN1CCN(CCCNC(=O)c2cc3c(=O)[nH]c4ccccc4c3s2)CC1	7%	-2	-10%	-12%	-10%	-1%	3%	-3%	0.3%	-3%	-3%
Cc1nn2c(CN(C(=O)c3ccco3)c3ccccc3)nnc2c2ccccc12	-30%	.	1%	.	8%	.	.	.	.	2%	-1%
CCc1c(C)[nH]c2c(C)cccc2c1=O	-1%	0	1%	-1%	6%	-1%	-6%	-2%	-0.5%	3%	0%
COCCN(Cc1cc2cc(C)ccc2n2nnnc12)C(=S)Nc1ccc(OC)cc1	2%	.	0%	.	7%	.	.	.	.	-3%	-7%
COc1ccc(/C=N/n2c(N)nc3ccccc32)cc1OC	55%	1	-6%	-13%	-17%	17%	3%	0%	-0.2%	-8%	-1%
Cc1cc(C)cc(NC(=O)N2CCCN(c3ncccc3[N+](=O)[O-])CC2)c1	-6%	5	4%	-2%	-35%	1%	0%	-3%	-0.4%	10%	-8%
COc1ccc(-n2ncc3c(N4CCc5ccccc54)ncnc32)cc1	?	-2	.	.	0%	.	.	.	.	-3%	-1%
O=C(COc1ccc(Cl)cc1Br)Nc1cccc(S(=O)(=O)N2CCCC2)c1	-14%	4	1%	-15%	-23%	-6%	-6%	32%	0.3%	1%	-2%
O=C(CN(Cc1ccccc1)C(=O)c1cccc([N+](=O)[O-])c1)Nc1c(Cl)cc(Cl)cc1Cl	-32%	-2	-1%	1%	-25%	2%	4%	0%	-0.6%	-1%	2%
CCCN1C(=O)c2ccccc2NC1c1ccc(C)cc1 (stereo not given)	-3%	1	-7%	3%	-4%	6%	9%	-2%	-0.1%	2%	226%[activator]
COc1cccc(C(=O)NCCS(=O)(=O)NCc2cccs2)c1	0%	-2	0%	3%	0%	0%	0%	1%	-0.3%	7%	-3%
CC(C)[C@H](NC(=O)c1ccccc1F)C(=O)OCC(=O)NC1CC1	-1%	.	0%	7%	22%	1%	1%	8%	-0.7%	-3%	2%
C=CCNC(=S)Nc1ccc2nc(C)c(C)nc2c1	20%	2	1%	-7%	0%	4%	2%	11%	-0.3%	0%	2%
O=C(C[n+]1cccc(Br)c1)c1ccc(-c2ccccc2)cc1	2%	1	2%	4%	0%	-9%	3%	-5%	-0.4%	?	-8%
O=C(O)c1cc2nccc(-c3ccco3)n2n1	8%	3	-5%	-8%	?	0%	10%	-2%	0.1%	-6%	249%[activator]
O=C(Nc1ccc(F)cc1)C1CCCN(S(=O)(=O)c2ccc(-n3cnnn3)cc2)C1 (stereo not given)	-8%	0	5%	0%	-24%	-5%	0%	1%	0.0%	0%	-4%
COc1ccc(C(=O)c2cc3c(cc2[N+](=O)[O-])OCCO3)cc1	45%	11	-1%	1%	15%	4%	0%	11%	-0.6%	-5%	7%
COC(=O)c1cccc(NC(=O)c2ccc3c(c2)C(=O)N(CC2CCCO2)C3=O)c1 (stereo not given)	38%	0	-7%	8%	10%	0%	1%	-1%	0.0%	1%	-7%
Cc1cc(OCCOCCN2CCCC2)ccc1C(C)C	-16%	1	-5%	11%	-26%	-2%	-1%	-8%	0.2%	-2%	0%
O=C(Cn1nnc(-c2ccc(N3CCOCC3)cc2)n1)OC1CCCCC1	-53%	24	-5%	0%	?	-3%	3%	29%	0.3%	1%	-8%
COc1ccc(C(=O)c2c[nH]c(C(=O)N=CN(C)C)c2)cc1	43%	-2	2%	3%	11%	-15%	0%	3%	0.1%	9%	0%
COc1nc(OCC#N)nc(N(C)C)n1	9%	4	-5%	8%	15%	-3%	2%	15%	-0.4%	8%	1%
Fc1ccc(CSc2ncnc3c2ncn3C2CCCCO2)cc1 (stereo not given)	7.1µM*	.	-2%	.	23%	.	.	.	.	3%	1%
O=C(Nc1ccc(F)cc1F)c1cc(-c2ccco2)nc2ccccc12	-34%	2	-1%	0%	16%	-8%	4%	5%	0.2%	0%	132%[activator]
CCOc1ccc(S(=O)(=O)N2CCC(C(=O)OC(C)C(=O)N(C)C3CCCCC3)CC2)cc1 (stereo not given)	0%	15	-6%	-5%	15%	-12%	-2%	9%	-0.4%	-7%	-4%

A section from the list above, for reference:
SMILES	BRCA1 expr act	TRPV1 agonist	PTAP TSG101 blk	Eya2 phos inh	Integrin act MD	ELG1 genotox	USP2a inh	p53 reactivation	B2AR arrestin	uPA surface inh	S-ASM inh
Cc1cc(OCCOCCN2CCCC2)ccc1C(C)C	-16%	1	-5%	11%	-26%	-2%	-1%	-8%	0.2%	-2%	0%
O=C(Cn1nnc(-c2ccc(N3CCOCC3)cc2)n1)OC1CCCCC1	-53%	24	-5%	0%	?	-3%	3%	29%	0.3%	1%	-8%

(cont.)
SMILES	BRCA1 expr act	TRPV1 agonist	PTAP TSG101 blk	Eya2 phos inh	Integrin act MD	ELG1 genotox	USP2a inh	p53 reactivation	B2AR arrestin	uPA surface inh	S-ASM inh
CN(C)CCOC(=O)CCCCCCCCC(=O)OCCN(C)C	11%	5	-1%	-4%	1%	0%	3%	9%	0.0%	7%	4%
Cc1ccc(OCC(=O)Nc2ccncc2)cc1	0%	?	-6%	-12%	-37%	5%	-1%	-11%	-0.2%	3%	1%
C/C(N)=C(/C#N)C(=O)CSc1nnnn1-c1ccccc1	7%	-2	-10%	11%	-10%	0%	-1%	7%	-0.5%	5%	1%
CC(=O)N(C)c1ccc(NS(=O)(=O)c2cc(Cl)ccc2Cl)cc1	-11%	5	-1%	10%	5%	-1%	3%	-5%	-0.2%	-2%	0%
COc1ccc(-c2nc(C)ncc2-c2ccccc2)c(O)c1	-34%	11	-5%	-7%	0%	1%	0%	9%	-0.4%	-3%	-1%
NC(=S)N/N=C/c1coc2ccc(Br)cc2c1=O	10%	0	6%	-2%	-10%	-14%	0%	-6%	-0.7%	5%	0%
COc1cccc(NC(=O)COC(=O)Cn2c(C)csc2=O)c1	-7%	-1	0%	6%	0%	-1%	1%	2%	-0.1%	-8%	2%
CCOC(=O)C1CCCN(C(=O)Cn2ncc3c([nH]c4ccc(C)cc43)c2=O)C1 (stereo not given)	5%	0	-6%	1%	-6%	-5%	5%	0%	0.0%	4%	-4%
CCN1CCCC1CNC(=O)CN(C)S(=O)(=O)c1ccc(Cl)cc1 (stereo not given)	-21%	-1	-2%	7%	-33%	-1%	-1%	-4%	-0.9%	0%	-1%
O=C(OCC(=O)N1CCCC1=O)C1COc2ccccc2O1 (stereo not given)	-3%	2	2%	8%	15%	3%	-2%	0%	0.0%	-3%	3%
CCC(C)NCCOc1cccc(Br)c1 (stereo not given)	-14%	0	0%	3%	-28%	-2%	0%	-9%	-2.5%	5%	7%
Cc1cc(S(=O)(=O)NCc2cccnc2)ccc1-n1cnnn1	-2%	1	-3%	-15%	-20%	-1%	3%	-1%	-0.7%	-5%	-2%
CCC(CO)Oc1cc(NCc2ccc(C)cc2)c2ncn(C(C)C)c2c1 (stereo not given)	7%	.	-3%	1%	21%	3%	0%	-4%	-1.1%	-1%	-13%
CCCCn1c(CN2C(=O)c3ccccc3C2=O)nc2ccccc2c1=O	-1%	-1	-2%	-9%	11%	11%	1%	-1%	0.5%	0%	2%
Cc1cccc2sc(NNC(=O)c3cc(=O)c4ccccc4o3)nc12	0%	-1	-4%	-4%	-14%	?	0%	24%	-0.5%	-17%	-6%
Cc1ccc(S(=O)(=O)Nc2c(C)n(C)n(-c3ccccc3)c2=O)cc1C(=O)NCc1ccccc1	-6%	-1	-5%	-4%	1%	-2%	0%	-1%	0.1%	11%	6%
Cc1ccc(N2CC(C(=O)NCc3nnnn3-c3ccc(C)c(C)c3)CC2=O)cc1 (stereo not given)	8%	3	-3%	-15%	13%	2%	0%	-4%	-0.9%	-1%	1%
CCc1cccc(C)c1NC(=O)CCCN1C(=O)NC(C)(C)C1=O	7%	-1	-2%	12%	0%	1%	1%	6%	-0.1%	?	-2%

Compound activity from PubChem.
